High-throughput results (PubChem BioAssay)
PKM2 act – qHTS Assay for Activators of Human Muscle isoform 2 Pyruvate Kinase. Pyruvate kinase PKM (Homo sapiens), P14618. purified PKM2, Kinase-Glo ATP luminescence, activation; response scale: 0% is enzyme alone, no compound. Potency, µM (series often up to 57.5 µM), for inactives: at the top dose activation, most hits filed as activators. 260,000 compounds, 0.34% hits. AID 1631, 2009; note: potency is the fitted concentration of half-maximal effect; % is set by controls: 0 for no effect and ±100 for the full control effect; nearly all actives have a fitted effect of over 55% in size
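hPK-M2, >95% pure; 0.1 mM ADP / 0.5 mM PEP final; imidazole pH7.2 buffer w/ 7 mM MgCl2, 50 mM KCl; 1 h RT; Kinase-Glo lum. Intermediate enzyme activity for dual inhibitor/activator qHTS.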
S-ASM inh – Inhibitors of Secretory Acid Sphingomyelinase (S-ASM): qHTS; 340,000 compounds, 0.006% hits; placental ASM, HMU-PC fluorogenic substrate, 60 min; Sphingomyelin phosphodiesterase (Homo sapiens), P17405; Potency, µM (series often up to 57.5 µM), for the others: top-dose activity change, negative = inhibition, usual class: inhibitors; note: potency is the fitted concentration of half-maximal effect
Target sequence (P17405 47-631 limits assumed): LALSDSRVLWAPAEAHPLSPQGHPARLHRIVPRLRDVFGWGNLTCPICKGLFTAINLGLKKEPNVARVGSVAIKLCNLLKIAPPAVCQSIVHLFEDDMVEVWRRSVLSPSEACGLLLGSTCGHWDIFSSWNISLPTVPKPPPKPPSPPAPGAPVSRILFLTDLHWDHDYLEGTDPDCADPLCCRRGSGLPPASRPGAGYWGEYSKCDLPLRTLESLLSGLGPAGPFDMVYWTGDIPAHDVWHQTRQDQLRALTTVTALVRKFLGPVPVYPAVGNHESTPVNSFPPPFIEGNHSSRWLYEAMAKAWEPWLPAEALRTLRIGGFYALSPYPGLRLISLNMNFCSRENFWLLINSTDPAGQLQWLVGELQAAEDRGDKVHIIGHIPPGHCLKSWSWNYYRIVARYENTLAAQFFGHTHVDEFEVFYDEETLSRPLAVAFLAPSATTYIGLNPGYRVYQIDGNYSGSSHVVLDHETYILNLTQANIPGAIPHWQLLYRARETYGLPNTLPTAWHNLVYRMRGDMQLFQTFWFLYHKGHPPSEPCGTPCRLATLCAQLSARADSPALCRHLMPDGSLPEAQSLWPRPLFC
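Fluorescence read-out (Ex 386 nm, Em 447 nm) after stopping the reaction at pH 10. Enzyme: ASM from human placenta; substrate HMU-PC0, 9 uM final; 60 min, 37 °C. Compound preincubation 10 min, ambient temperature.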
a7 integrin act – qHTS for Activators of Integrin-Mediated Alleviation for Muscular Dystrophy; alpha7betagal myoblasts, beta-gal FDG fluorescence, 48 h; Potency, µM (highest dose often 38.3 µM), for inactives: at the top dose activation, usual class: activators; 350,000 compounds, 0.064% hits; AID 624291, 2012;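 note: potency is the fitted concentration of half-maximal effect; 100% = response of the positive control SU9516; nearly all actives have a fitted effect of over 60% in size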
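alpha7betagal+/- myoblasts (passage 13, 250/well) treated 48 h at 37C with compounds at 1:260 dilution of DMSO stock. Lysed, then beta-galactosidase activity read as FDG fluorescence (ex 480/em 540) after 30 min, with pre-read for autofluorescence.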
Tb PFK inh – qHTS Assay to Find Inhibitors of T. brucei phosphofructokinase; T. brucei PFK, ADP-Glo luminescence; ATP-dependent 6-phosphofructokinase (Trypanosoma brucei brucei), O15648; Potency, µM (titrated, usually from 57.5 µM), inactives show top-dose activity, negative = inhibition, usual class: inhibitors; 330,000 compounds, 0.17% hits;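 note: potency is the fitted concentration of half-maximal effect; 0% = uninhibited 1x PFK enzyme wells and -100% = no-enzyme wells; nearly all actives have a fitted effect of over 60% in size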
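Activity is normalized to no-enzyme wells (full inhibition) and 1.25 nM enzyme wells (no inhibition). Reaction: 0.5 mM F6P, 0.1 mM ATP, 45 min RT, ADP-Glo luminescence; concentration-response curves fitted and classed by quality.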
Giardia kill – Small Molecules that selectively kill Giardia lamblia: qHTS; Giardia lamblia trophozoite viability; activity change, % at 7.66 µM, hits read low; 340,000 compounds, 0.15% hits; AID 540267, 2011; in the data active = activity change below about -80%; inconclusive = between about -30% and that limit;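 note: parasites exposed to compound for two days anaerobically before the ATP read; % is set by controls: 0 for no effect and ±100 for the full control effect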
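Each well holds 100 Giardia trophozoites and compound. After two days (48 hrs) at 37 deg C in anaerobic conditions, ATP is quantified by luminescence.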
GALK inh – qHTS Assay for Inhibitors of Human Galactokinase (GALK); P51570; Purified GALK, Kinase-Glo residual ATP luminescence; Potency, µM (series often up to 57.5 µM), without a hit: at the highest dose activity change, negative = inhibition, hits mostly inhibitors; 270,000 compounds, 0.007% hits; note: potency is the fitted concentration of half-maximal effect; % is set by controls: 0 for no effect and ±100 for the full control effect
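Human GALK (5 nM) with 35 uM ATP and 100 uM galactose in 20 mM HEPES pH 8.0, 5 mM MgCl2, 60 mM NaCl, 1 mM DTT, 0.01% BSA. After 1 h at room temperature, leftover ATP was read by Kinase-Glo Plus luminescence.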
Chronic BCR inh – qHTS Assay to Find Inhibitors of Chronic Active B-Cell Receptor Signaling; Potency, µM (titrated, usually from 46.1 µM), for inactives: at the highest dose ratio change, negative = lower green/red ratio, most hits filed as inhibitors; 340,000 compounds, 0.05% hits; ABC-DLBCL IkBa-CBG/CBR reporter, luminescence ratio, 4 h; active = well fitted inhibition curve with a large enough effect in the signal ratio, with a control signal flat, not every such curve was filed as active; inconclusive = small, poorly fitted or top-dose-only effect, or effect the other way, or a change in a side signal; the % refers to the signal ratio;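 note: potency is the fitted concentration of half-maximal effect; plate controls were basal doxycycline-induced cells for no effect and cells given 10 µM MG132 for full effect; MG132 reads +100%, hits lower the ratio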
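Compounds up to 46 uM were incubated four hours with TMD8 cells whose green CBG68 luciferase is fused to IkappaBalpha; red CBR luminescence normalised the signal, and concentration-effect curves were fitted to fusion, red and ratio data.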
Coupling enz – qHTS Assay for Inhibitors of Fructose-1,6-bisphosphate Aldolase from Giardia Lamblia: Coupling assay counterscreen | coupling enzyme system counterscreen, AmpLite Red fluorescence | activity change, negative = inhibition, % at 58.2 µM, hits read low | 290,000 compounds, 0.67% hits | AID 2472, 2010; in the data active = activity change below about -30%; note: % is set by controls: 0 for no effect and ±100 for the full control effect
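Counterscreen of the coupled detection system alone, without aldolase: glyceraldehyde-3-phosphate coupling enzymes plus AmpLite Red readout. Compounds at 57.5 uM final, 10 min RT preincubation, 20 min RT reaction, fluorescence 525/598 nm.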
B2AR arrestin – qHTS assay of beta-arrestin-biased ligands of beta2-adrenergic receptor; 330,000 compounds, 0.02% hits; Potency, µM (top dose mostly 46.1 µM), inactives show at the top dose activation, usual class: activators; Beta-2 adrenergic receptor (Homo sapiens), P07550; beta-arrestin recruitment to beta2AR, cell-based reporter;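 note: potency is the fitted concentration of half-maximal effect; 0% = DMSO controls and full agonism = EC100 isoproterenol or metaproterenol; nearly all actives have a fitted effect of over 65% in size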
Target sequence (P07550 whole entry, looked up): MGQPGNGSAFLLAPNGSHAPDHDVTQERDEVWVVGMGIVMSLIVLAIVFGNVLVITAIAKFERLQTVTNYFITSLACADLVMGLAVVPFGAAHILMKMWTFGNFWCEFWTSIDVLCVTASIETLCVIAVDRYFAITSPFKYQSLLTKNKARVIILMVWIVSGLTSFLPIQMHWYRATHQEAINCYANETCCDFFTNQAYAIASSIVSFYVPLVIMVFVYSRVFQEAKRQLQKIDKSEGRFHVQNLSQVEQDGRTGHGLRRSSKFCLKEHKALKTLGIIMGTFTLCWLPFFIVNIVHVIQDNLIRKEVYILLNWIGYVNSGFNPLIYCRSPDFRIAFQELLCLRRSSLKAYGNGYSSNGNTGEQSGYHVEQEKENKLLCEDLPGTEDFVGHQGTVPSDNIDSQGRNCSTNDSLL
Menin MLL FP TR – qHTS Assay for Inhibitors Targeting the Menin-MLL Interaction in MLL Related Leukemias: Competition With Texas Red Labeled MLL-derived Mutant Peptide | O00255 | Menin + Texas Red MLL mutant peptide, fluorescence polarization | Potency, µM (titrated, usually from 61.6 µM), inactives show top-dose FP activity change, negative = inhibition, most hits filed as inhibitors | 270,000 compounds, 0.23% hits | AID 1768, 2009; active = well fitted inhibition curve with a large enough effect in the polarisation, with a control signal flat, not every such curve was filed as active; inconclusive = small, poorly fitted or top-dose-only effect, or effect the other way, or a change in a side signal; inactive = no such curve, though single readings can be large or run the other way; the % refers to the polarisation; note: potency is the fitted concentration of half-maximal effect; % of control where 0% means no effect; many of its hits are not listed in these tables
TSG101-PTAP inh – qHTS Assay for Iinhibitors of HIV-1 Budding by Blocking the Interaction of PTAP/TSG101; Tumor susceptibility gene 101 protein (Homo sapiens), Q99816; Fluorescence polarization, FITC-PTAP peptide / Tsg101 binding; Potency, µM (top dose mostly 115 µM), inactives show at the highest dose activity change, negative = inhibition, usual class: inhibitors; 340,000 tested, under 10 active; AID 493005, 2010; active = well fitted inhibition curve with a large enough effect in the main read-out, with a control signal flat, not every such curve was filed as active; inconclusive = small, poorly fitted or top-dose-only effect, or effect the other way, or a change in a side signal; inactive = no such curve, though single readings can be large or run the other way; note: potency is the fitted concentration of half-maximal effect; % of control where 0% means no effect
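Tsg101 binding domain (10 uM final) was mixed with compound and a FITC-labeled PTAP peptide (50 nM final) in HEPES pH 7.5 buffer with NaCl, Tween 20, EDTA and TCEP; fluorescence polarization was read after 20 min at r.t.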
The depositor's hits bear a star; ? = inconclusive; · = not tested or not shown; & = joins results of further samples; [ ] = remark or other dose. Unless noted, calls come from the whole dose curve; as a rule, active = well fitted curve in the direction sought with a large enough effect; inconclusive = small, poorly fitted or top-dose-only effect, or another doubt; inactive = no such curve, though single readings can be large; an effect the other way counts as inactive or inconclusive.

SMILES	PKM2 act	S-ASM inh	a7 integrin act	Tb PFK inh	Giardia kill	GALK inh	Chronic BCR inh	Coupling enz	B2AR arrestin	Menin MLL FP TR	TSG101-PTAP inh
COc1ccc(NC(=O)CCC(=O)Nc2cc(OC)c(NC(=O)c3cccs3)cc2OC)cc1	0%	-5%	-19%	-4%	26	-1%	22%	0	5.6%	?	3%
COc1ccc(OCC(O)CNCCOc2ccccc2OC)c(C(C)(C)C)c1 (stereo unspecified)	·	-1%	-27%	1%	13	·	?	-4	0.5%	?	1%
Cc1ccc2cc3cc(C(=O)N4CCN(Cc5ccccc5)CC4)sc3nc2c1	1%	1%	17%	-3%	6	-1%	9%	2	0.0%	-2%	-8%
O=Cc1ccc(Oc2ncccn2)cc1	3%	-1%	-23%	3%	11	-1%	3%	3	-0.6%	-11%	-5%
CC1CCC2C(=O)N(c3ccc(S(=O)(=O)c4ccccc4)cc3)C(=O)C2C1 (stereo unspecified)	7%	-1%	-21%	-1%	11	5%	9%	3	0.1%	0%	-7%
CCOc1ccc(NC(=O)NC(C)CC)cc1 (stereo unspecified)	-7%	8%	11%	-1%	7	-1%	3%	4	0.3%	-14%	0%
COc1cc(NC(=O)CNC(=O)Cn2ccc3ccccc3c2=O)cc(OC)c1OC	-4%	0%	11%	0%	0	-2%	-4%	4	-0.5%	4%	0%
COc1cc(/C=C/C(=O)OCN2C(=O)c3ccccc3C2=O)ccc1OC(F)F	·	-3%	-2%	0%	-17	-5%	0%	·	-0.3%	·	0%
O=C(COC(=O)COc1cccc(C(F)(F)F)c1)Nc1ccc(N2CCOCC2)cc1	·	-5%	23%	-4%	-7	·	0%	·	-0.5%	·	0%
CCOC(=O)C(CCOc1cccc(CC)c1)C(=O)OCC	9%	-1%	15%	5%	-5	-4%	0%	0	0.6%	-3%	4%
CCOC(=O)c1ccc(S(=O)(=O)Nc2cc(S(=O)(=O)N3CCOCC3)ccc2O)cc1	·	-1%	-22%	8%	20	·	9%	·	0.0%	·	-6%
CC(=O)Nc1ccc(S(=O)(=O)NCCc2cn3nc(C)c(C)nc3n2)cc1	·	5%	?	6%	0	8%	-21%	-5	3.4%	-6%	4%
N#CCc1nn2c(-c3ccccc3)ccnc2c1C#N	·	104%[activator]	?	-6%	11	3%	0%	0	-0.2%	?	0%
Cc1cccc(NC(=S)NC(=O)/C=C/c2ccco2)n1	12%	-4%	-11%	-3%	0	0%	·	-1	0.6%	?	-3%
CC(C)(C)n1nc2c(c1NC(=O)Cc1cccc3ccccc13)CS(=O)(=O)C2	8%	2%	17%	-8%	0	-3%	-4%	-2	-0.1%	-9%	4%
CCCCCCCCOC(=O)c1ccc(N)cc1	0%	-11%	-10%	-6%	2	-1%	?	-1	-1.2%	-7%	0%
CCOC(=O)C1CCCN(CCC(=O)Nc2cccc(C)c2)C1 (stereo unspecified)	16%	2%	24%	3%	21	0%	?	-5	0.2%	?	-2%
C=CCn1c(SCC(=O)c2ccccc2)nnc1-c1cc2ccccc2o1	13%	-8%	21%	-3%	-5	2%	3%	0	0.1%	-19%	0%
CC1CCN(C(=O)c2ccc(NS(=O)(=O)c3ccccc3)cc2)CC1	-1%	2%	26%	7%	10	-7%	5%	3	-0.6%	-4%	2%
COc1ccccc1C(=O)N=Nc1c(O)[nH]c2ccc([N+](=O)[O-])cc12	-16%	-2%	30%	2%	-16	6%	-1%	0	-0.1%	19%	-4%
Cn1nc(C(=O)Nc2cccc(S(=O)(=O)N3CCOCC3)c2)c2ccccc2c1=O	·	-4%	-64%[inhibitor]	0%	-9	·	-16%	·	-0.3%	·	0%
Cc1nnc2c(NC3CCCC3)nc3ccccc3n12	3%	-2%	8%	-4%	0	2%	?	1	0.1%	-14%	-2%
COc1ccccc1C(=O)NCC(=O)NC1CCCc2ccccc21 (stereo unspecified)	·	1%	7%	0%	1	8%	?	4	0.1%	15%	-3%
CCOC(=O)c1c(N)sc2c1CCC1C(=O)N(C3CCCCC3)C(=O)C21 (stereo unspecified)	-5%	6%	26%	7%	8	0%	?	-1	-0.3%	?	-4%
Cc1ccsc1/C=N/n1c(COc2ccccc2)n[nH]c1=S	-7%	-1%	24%	-7%	-7	-1%	19%	4	-0.2%	10%	-3%
Cc1[nH][nH]c(=O)c1C(c1ccc(-c2ccc(Cl)c(C(=O)O)c2)o1)c1c(C)[nH][nH]c1=O	3%	5%	16%	12%	6	?	5%	-48*	0.5%	4%	0%
CC(=O)Nc1cccc(C(=O)Nc2nc(C)cs2)c1	-4%	-3%	2%	2%	-1	-2%	?	3	-0.6%	7%	-4%
Oc1ccc(C[C@H]2CNC(=S)N2CCc2cc(C(F)(F)F)cc(C(F)(F)F)c2)cc1	0%	-9%	21%	1%	-17	-4%	-7%	10	0.3%	31%[activator]	-5%
COCCCN1C(=O)C(=O)/C(=C(/O)c2ccc(S(=O)(=O)N3CCOCC3)cc2)C1c1ccc(OC)cc1 (stereo unspecified)	·	-6%	-11%	-1%	26	3%	1%	5	0.3%	-3%	-3%
COc1ccccc1CCNC(=O)c1c(C)nn(CC(C)C)c1Cl	-4%	2%	0%	0%	-15	-2%	-5%	·	0.5%	·	-3%
COc1cccc(-c2cc(C(=O)N/N=C/c3ccc(OC)c(COC(C)=O)c3)c3ccccc3n2)c1	2%	-16%	-14%	-1%	-1	0%	22%	-1	-0.1%	·	-10%
CN(CC(=O)Nc1cccc(F)c1)C(=O)CCN1C(=O)C2CC=CCC2C1=O (stereo unspecified)	·	2%	0%	2%	9	·	0%	·	0.2%	·	-2%
O=C(NC1CCC(CC2CCC(NC(=O)C(Cl)Cl)CC2)CC1)C(Cl)Cl (stereo unspecified)	-5%	4%	19%	2%	0	0%	-2%	-2	-1.0%	-6%	-3%
O=C(Cn1nc(C(F)(F)F)c2c1CCCC2)NCCN1CCOCC1	-4%	5%	8%	-7%	10	1%	-9%	3	-0.5%	-1%	-5%
CCCNS(=O)(=O)c1cccc(C(=O)OCc2cc(=O)oc3cc(OC)ccc23)c1	-1%	-6%	-25%	3%	-8	-2%	13µM*	-1	0.3%	22%	-4%
COc1ccc(COc2cc(-c3cccc(OC)c3)nc3ccc(NC(=O)c4ccc(OC)cc4)cc23)cc1	-1%	1%	-31%	0%	-2	·	?	1&-1	4.0%	0%&-7%	-1%
O=C(CCN1C(=O)/C(=C/c2ccccc2)SC1=S)Nc1ccccn1	15%	1%	-32%	-3%	0	5%	14%	0	0.4%	?	-3%
CNC(=S)Nc1ccc(C)c(NC(=S)NC)c1	1%	6%	-1%	-3%	-6	0%	3%	-7	-0.2%	-1%	-4%
CCOC(=O)[C@@H]1[C@H]2COc3ccccc3[C@@H]2N2C(=O)N(c3ccc(C(F)(F)F)cc3)C(=O)[C@@]12C	·	-5%	27%	0%	16	·	1%	·	-0.4%	·	1%
N#CC1=C(N)SC(N)=C(C#N)C1c1ccc([N+](=O)[O-])cc1	-4%	0%	19%	-6%	4	-3%	-1%	-11	0.1%	?	-4%
CC1CCC(NC(=O)c2ccc(-n3cncn3)c([N+](=O)[O-])c2)CC1 (stereo unspecified)	·	-2%	-4%	-2%	2	·	4%	·	-0.1%	·	0%
CCN(CC)Cc1csc2ccc(Br)cc12	-11%	2%	-8%	-19%	-1	2%	-2%	4	0.5%	2%	-4%
Cc1cc(C)cc(NC(=O)NCc2nnc(SCc3ccccc3)n2C)c1	0%	-2%	-6%	2%	30[activator]	3%	-1%	2	-0.9%	2%	-1%
COc1cc(NC(=O)CSc2nncn2C)cc(OC)c1OC	-13%	2%	7%	1%	-19	-3%	3%	1	0.4%	3%	-6%
CC(=O)Nc1ccc(S(=O)(=O)NCc2ccc(C(=O)NCCCN3CCC(C)CC3)cc2)cc1	·	2%	?	0%	14	6%	-3%	·	-0.7%	·	-5%
Cc1nc(Nc2ccccc2Br)c2nnn(Cc3ccccc3)c2n1	1%	-4%	-18%	-1%	9	2%	0%	3	4.3%	?	0%

The list is partial; the hit share may differ from the screen's.
